NOD2-RIPK2 inh = NOD2-RIPK2 binding disruptors in cells, primary screen, fluorescence, CHO cells, BLA complementation; Receptor-interacting serine/threonine-protein kinase 2 (Homo sapiens), O43353; CCF4 ratio; hit rate 0.38% among 360,000; inhibition, % at 4.98 µM; in the data active = inhibition above about 21%;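 also: 0% = vehicle only and 100% = reference blocker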
NR2F2 inh = NR2F2 transcriptional activity inhibitors, primary screen, cell-based, luciferase reporter, HEK293T, luminescence; hit rate 0.7% among 370,000; COUP transcription factor 2 (Homo sapiens), P24468; HEK293T NGFI-A luciferase reporter; inhibition, % at 8.6 µM;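 active = inhibition above a per-plate cutoff, mean inhibition of test wells between control levels plus 3 SD, cut at about 38% in these data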;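 also: cells cotransfected with COUP-TFII expression vector driving the NGFI-A reporter; 0% = median of COUP-TF2 test wells and 100% = reporter-only cells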
NCOA2 inhibitor = inhibition of GAL4-SRC2 driven luciferase reporter, primary screen, SRC2 inhibitor project, cell-based, luminescence. Nuclear receptor coactivator 2 (Homo sapiens), Q15596. HEK293 GAL4-SRC2 luciferase reporter. inhibition, % at 9 µM. hit rate 0.17% among 370,000;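 active = inhibition above the mean inhibition of all tested compounds plus 3 SD, set per campaign, cut at about 52% in these data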;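 also: 0% = DMSO treated cells and 100% = cells given Gossypol at 36 µM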
TRAIL sens C8 = viability loss with TRAIL in NB7+C8 cells, primary screen, TRAIL sensitizer project, cell-based, ATPlite luminescence. inhibition (viability loss, TRAIL sensitization), % at 10 µM. hit rate 1% among 360,000. AID 624354, 2012;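 active = compounds causing at least 50% loss of cell viability in the single-dose screen, relative to plate controls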
NCOA1 inh = SRC1 coactivator transcriptional activity inhibitors, primary screen, cell-based, luminescence; Nuclear receptor coactivator 1 (Homo sapiens), Q15788; HEK293 GAL4-SRC1 luciferase reporter; inhibition, % at 3.6 µM; hit rate 0.12% among 360,000; AID 588354, 2011;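 active = inhibition above the campaign mean plus 3 SD, with each screening campaign given its own cutoff, cut at about 60% in these data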;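 also: 0% = DMSO treated cells and 100% = gossypol at 36 µM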
Target sequence (Q15788 whole entry, looked up, the tested form may be a part): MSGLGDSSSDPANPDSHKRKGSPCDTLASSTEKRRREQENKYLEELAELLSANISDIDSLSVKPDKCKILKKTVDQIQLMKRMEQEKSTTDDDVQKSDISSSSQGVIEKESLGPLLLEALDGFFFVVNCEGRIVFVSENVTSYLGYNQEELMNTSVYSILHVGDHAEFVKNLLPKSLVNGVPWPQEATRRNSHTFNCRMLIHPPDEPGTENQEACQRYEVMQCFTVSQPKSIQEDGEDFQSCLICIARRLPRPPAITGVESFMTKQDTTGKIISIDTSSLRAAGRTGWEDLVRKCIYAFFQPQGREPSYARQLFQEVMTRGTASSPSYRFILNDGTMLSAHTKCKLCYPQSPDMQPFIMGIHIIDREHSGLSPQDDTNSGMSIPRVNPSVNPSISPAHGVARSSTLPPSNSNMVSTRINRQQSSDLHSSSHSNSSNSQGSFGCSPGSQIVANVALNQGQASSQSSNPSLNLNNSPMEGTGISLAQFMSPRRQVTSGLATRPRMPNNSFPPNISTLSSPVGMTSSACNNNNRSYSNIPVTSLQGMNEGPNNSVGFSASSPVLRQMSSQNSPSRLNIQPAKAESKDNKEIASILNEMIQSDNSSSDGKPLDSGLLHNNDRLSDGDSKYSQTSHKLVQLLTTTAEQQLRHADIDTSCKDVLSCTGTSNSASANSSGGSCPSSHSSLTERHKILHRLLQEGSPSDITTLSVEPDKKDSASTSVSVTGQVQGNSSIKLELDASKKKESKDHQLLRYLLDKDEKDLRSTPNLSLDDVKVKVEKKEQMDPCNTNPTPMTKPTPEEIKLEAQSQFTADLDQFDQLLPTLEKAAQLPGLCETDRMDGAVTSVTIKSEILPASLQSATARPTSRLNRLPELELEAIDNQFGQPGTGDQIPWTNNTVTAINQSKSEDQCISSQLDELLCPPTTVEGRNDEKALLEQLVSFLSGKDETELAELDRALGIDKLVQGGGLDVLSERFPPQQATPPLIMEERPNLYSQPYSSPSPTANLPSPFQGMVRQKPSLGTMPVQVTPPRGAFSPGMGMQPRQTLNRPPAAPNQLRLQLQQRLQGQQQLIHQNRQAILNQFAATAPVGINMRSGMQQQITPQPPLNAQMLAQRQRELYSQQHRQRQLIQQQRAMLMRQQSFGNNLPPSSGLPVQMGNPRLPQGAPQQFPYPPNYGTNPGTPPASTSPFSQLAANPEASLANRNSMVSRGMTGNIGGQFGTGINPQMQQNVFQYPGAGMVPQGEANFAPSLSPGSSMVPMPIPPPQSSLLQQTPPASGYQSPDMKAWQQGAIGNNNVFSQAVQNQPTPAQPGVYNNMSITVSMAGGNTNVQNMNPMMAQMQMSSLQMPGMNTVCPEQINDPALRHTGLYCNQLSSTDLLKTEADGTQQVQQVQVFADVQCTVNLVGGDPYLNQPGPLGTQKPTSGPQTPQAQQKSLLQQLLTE
TROY signal inh = inhibitors of TROY-driven NF-kB signaling, primary screen, Q293 LMP1-TROYcd cells, NF-kB luciferase, uHTS; Q293 LMP1-TROYcd NF-kB luciferase reporter, 4 h; AID 1347056, 2019; inhibition, % at 10 µM; hit rate 0.98% among 360,000;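 active = compounds whose plate-normalised and pattern-corrected inhibition of the luciferase reporter signal at the single screening dose is 50% or more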
NCOA3 inh = SRC3 coactivator transcriptional activity inhibitors, primary screen, cell-based, luminescence. inhibition, % at 3.6 µM. hit rate 0.17% among 360,000. HEK293 GAL4-SRC3 luciferase reporter;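 active = inhibition above a per-campaign cutoff, the mean of all compounds plus 3 SD, cut at about 60% in these data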;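 also: 0% = DMSO-treated cells and 100% = gossypol-treated cells at 36 µM; higher means less SRC3-driven luciferase light from the GAL4 reporter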
NR5A2 inv ag = LRH-1 (NR5A2) inverse agonists, primary screen, cell-based, luminescence, HEK293T, StAR-luciferase reporter | LRH-1 transfected, 24 h | hit rate 0.13% among 360,000 | inhibition, % at 3.6 µM | Nuclear receptor subfamily 5 group A member 2 (Homo sapiens), O00482 | AID 602396, 2012;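 active = inhibition above the mean inhibition of all tested compounds plus 3 SD, cut at about 73% in these data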;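 also: 0% = DMSO wells and 100% = reporter-only cells lacking LRH-1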
TWEAK Fn14 block = inhibitors of TWEAK-Fn14 signaling, primary screen, luciferase reporter cells, uHTS. TWEAK-stimulated Fn14 reporter cells, luciferase luminescence, 8 h. inhibition, % at 10 µM. hit rate 2% among 360,000; in the data active = inhibition above about 50%
EBV LMP1 NFkB = EBV LMP1-driven NF-kappaB luciferase reporter inhibitors, primary screen, cell-based, luminescence, single point | AID 504558, 2011 | LMP1-induced NF-kappaB luciferase reporter cells | inhibition, % at 12.5 µM | hit rate 0.69% among 350,000; in the data active = inhibition above about 41%;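 also: 0% = neutral control wells and 100% = reference inhibitor control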
TLR9-MyD88 block = inhibitors of TLR9-MyD88 association in cells, primary screen, cell-based, CHO, BLA complementation, fluorescence; CCF4 FRET ratio; hit rate 0.21% among 340,000; Toll-like receptor 9 (Homo sapiens) + Myeloid differentiation primary response protein …; AID 504734, 2011; inhibition, % at 4.98 µM;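 active = inhibition above the mean over all tested compounds plus 3 SD, cut at about 21% in these data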;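 also: 0% = DMSO only wells and 100% = clavulanate BLA inhibitor control wells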
* = called active by the depositor; / = no result given.

SMILES	NOD2-RIPK2 inh	NR2F2 inh	NCOA2 inhibitor	TRAIL sens C8	NCOA1 inh	TROY signal inh	NCOA3 inh	NR5A2 inv ag	TWEAK Fn14 block	EBV LMP1 NFkB	TLR9-MyD88 block
COc1ccc(Cl)cc1NC(=O)CN(C)CC(=O)Nc1ccc(Br)cc1	2	-5	10	-11	-9	0	10	-12	-26	-6	4
CCOc1ccccc1NC(=O)CSc1nnc(-c2ccccc2Cl)n1Cc1ccco1	4	-3	19	-5	7	45	6	-14	-3	2	5
Clc1ccc(Cn2c(/C=C/c3ccco3)nc3ccccc32)cc1	1	-10	-18	1	-23	-4	-26	-20	14	-84	-5
CC1(C(=O)NS(=O)(=O)c2cccc(Cl)c2)CCN1C(=O)COc1ccc(Cl)cc1 (configuration not stated)	2	-2	14	-5	14	-2	10	-11	0	/	/
Cc1cc(C)cc(-n2c(C)nc3cc(C(=O)O)ccc32)c1	0	1	26	-10	3	9	10	10	8	-5	1
CCOc1ccccc1C(=O)N[C@H](C(=O)NCc1ccccc1)C(C)C	2	-10	14	-5	-32	11	0	6	-4	5	-19
COCCn1c(SCC(=O)Nc2ccccc2C(F)(F)F)nc2ccccc2c1=O	-4	-1	11	19	3	-26	-21	8	-7	5	2
c1ccc(-c2nccc(-c3ccc(-n4cnc5ccccc54)cc3)n2)cc1	-10	2	-14	8	2	-22	-8	13	-17	-2	4
COc1ccc(NS(=O)(=O)c2cccc(C(=O)N/N=C(/C)c3ccc(-n4ccnc4)cc3)c2)cc1	2	10	-1	0	1	11	-1	13	-13	-5	-2
CCN=c1sc2ccccc2n1CC(O)COc1ccccc1 (configuration not stated)	-10	-5	-15	-10	9	-7	10	7	-2	2	-2
O=[N+]([O-])c1ccc(COc2cccc(CNc3ccc(F)cc3)c2)cc1	-10	-1	-16	-3	-7	-30	1	25	0	-5	9
C/C(N)=C(/C#N)C(=O)COC(=O)CNS(=O)(=O)c1ccc2ccccc2c1	-1	-21	-47	-16	-2	-26	9	17	1	-8	6
Oc1c(Br)cc(Br)cc1CNn1cnnc1	7	4	9	10	-9	-7	-6	13	6	6	4
CC(=O)C[C@@H](O)CC(=O)[C@H]1OC(=O)CCCCCCc2ccccc21	4	3	-3	-6	2	-45	4	-3	0	-7	-2
Clc1ccc(-c2nc(Cc3ccccc3)no2)cc1	-3	-19	-72	3	-58	-37	-20	-29	-17	-38	9
O=C(COc1ccccc1)NC(=S)Nc1cccc([N+](=O)[O-])c1	7	2	-10	-5	1	-60	24	2	0	2	13
O=C(CCn1nnc2ccccc21)OCC(=O)c1ccc([N+](=O)[O-])cc1	-13	-26	19	-1	5	-6	-1	9	-2	1	-7
Oc1ccc2ccccc2c1C=NC1CCCCC1	6	16	-11	-1	-34	2	12	17	10	-1	-4
Fc1ccc(-n2cc(CNCCc3ccccn3)c(-c3ccccc3Cl)n2)cc1	-5	7	3	10	-25	1	20	-19	11	5	-5
COc1ccccc1CNC(=O)COC(=O)c1cccc(S(=O)(=O)N2CCCCC2)c1	-8	4	-9	26	11	7	-15	6	15	-3	8
CN(c1ccccc1)S(=O)(=O)c1cc(C(=O)OCC(=O)N2CCN(C(=O)c3ccco3)CC2)ccc1Cl	-2	11	-11	-3	-12	30	15	4	18	17	-11
CCN(C(=O)COC(=O)c1nc2nc(C)cc(C)n2n1)C1CCS(=O)(=O)C1 (configuration not stated)	0	13	-24	2	13	-18	7	-9	0	-6	0
CCn1c(SCC(=O)Nc2cc(C)on2)nnc1-c1ccc(OC)cc1	-2	-2	-10	-4	-5	-4	14	4	3	0	-8
OCCN(Cc1ccccn1)Cc1ccccn1	-4	/	/	14	-21	2	-3	0	0	/	/
CCNC(=S)NCc1ccc2[nH]c(C)cc2c1	2	-2	-17	-1	-1	-5	-14	-30	3	3	0
O=C(Nc1ccc(NC(=O)c2cccs2)c(Cl)c1)c1ccco1	-20	7	18	3	14	-11	0	23	-28	2	-1
CCOC(=O)C1=C(C)Nc2nc(SCC)[nH]c(=O)c2C1c1ccncc1 (configuration not stated)	-2	-3	9	8	3	0	23	6	-20	-11	-9
N#Cc1c(OCC(=O)c2ccccc2)nc2c(c1-c1ccco1)CCc1ccccc1-2	-2	8	-1	14	-8	31	17	14	6	1	-6
COC(=O)c1ccc2c(c1)S(=O)(=O)NC(=NCc1ccco1)S2	-2	14	-27	7	3	8	12	11	10	1	6
NC(CSS(=O)(=O)O)=NCCC12CC3CC(CC(O)(C3)C1)C2	-10	0	-1	-4	2	-3	0	-13	10	-3	-11
Cc1cc(C)c2[nH]c(=O)c(CN(Cc3ccc4c(c3)OCO4)Cc3nnnn3C3CCCC3)cc2c1	3	-13	3	-7	-20	0	15	7	-21	3	-6
CN(C(=O)COC(=O)CNC(=O)c1ccc2ccccc2c1)c1c(N)n(Cc2ccccc2)c(=O)[nH]c1=O	-3	6	-1	0	-3	5	-6	3	3	0	-9
C=CCC(CC=C)(C(N)=O)c1ccccc1	-5	1	-13	-22	-18	-4	14	6	-28	2	-20
CC1(C(=O)NS(=O)(=O)c2cccs2)CCN1C(=O)Cc1ccc(-c2ccccc2)cc1 (configuration not stated)	-2	-3	-21	-18	9	-6	-14	-7	6	/	/
Cc1ccc(-c2nnc(SCC(=O)NC3CCCC3)n2C)cc1	-4	5	-2	-22	-15	-8	1	-13	-11	3	7
O=C(Nc1ccc(Cl)c(Cl)c1)N(Cc1cccnc1)Cc1ccco1	5	6	11	26	12	-4	16	-12	-11	-1	9
Cn1c(=O)cc(OCCCC(=O)N2CCCCC2)c2ccccc21	-7	-56	-26	1	-66	-27	5	-13	-12	11	-9
COc1ccc(S(=O)(=O)N2CCOC2CNC(=O)C(=O)NCCc2ccccc2)cc1 (configuration not stated)	3	20	-7	4	-2	0	6	-2	-11	1	-2
O=[N+]([O-])c1cncc([N+](=O)[O-])c1Nc1cccc(O)c1	-9	19	8	5	-9	3	-2	27	10	3	-3
CC(C)NC(=O)CN1C(=O)NC(CCc2ccccc2)C1=O (configuration not stated)	3	12	-1	6	7	-4	7	20	-14	-7	4
CCCCNC(=O)c1ccc(NC(=O)C2CCCO2)cc1 (configuration not stated)	-2	-18	-6	-7	4	1	-29	2	3	-4	5
CCOC(=O)C1C(=O)OC(C)(C)C1C(C)C(=O)c1ccc(C)cc1C (configuration not stated)	1	26	14	3	14	16	18	-10	1	2	8
COc1cccc2c1nc(C)c1cc(C)oc12	-4	-30	-21	-6	-39	-23	-40	-16	-9	-20	-13
COC(=O)c1sc(C(F)(F)F)c(-c2ccccc2)c1S(=O)(=O)N1CCOCC1	-1	14	-2	9	-9	10	-16	-1	0	7	-6
COc1ccccc1CNC(=O)CCc1nnc2ccc(NCCCN3CCCC3=O)nn12	-7	-15	7	-5	-1	-16	-3	-22	19	2	5
O=C(Nc1ccc(F)cc1F)c1cc(Cl)sc1Cl	-5	4	-22	-3	-14	-44	-3	-34	-11	-1	0
C[C@]12C(=O)N(c3ccc(Br)cc3)C(=O)N1[C@H]1c3ccccc3OC[C@@H]1[C@H]2c1ccccc1	6	-3	15	26	-49	-13	-10	-27	-46	-22	-9
CC(C(=O)NCCc1nc2ccccc2[nH]1)n1cc([N+](=O)[O-])cn1 (configuration not stated)	2	23	-11	6	14	2	2	17	3	6	-2
Cc1ccnc(NS(=O)(=O)c2ccc(NC(=O)/C=C/c3cccs3)cc2)n1	-5	6	-19	4	4	23	6	9	0	0	-4
O=C(NCCN1CCOCC1)c1sc2ccccc2c1Cl	3	-22	-55	-12	-32	-34	-13	-34	-25	-11	/

Whole records, looked up by structure:
`CC(C(=O)NCCc1nc2ccccc2[nH]1)n1cc([N+](=O)[O-])cn1` (configuration not stated) reads NOD2-RIPK2 inh = 2; NR2F2 inh = 23; NCOA2 inhibitor = -11; TRAIL sens C8 = 6; NCOA1 inh = 14; TROY signal inh = 2; NCOA3 inh = 2; NR5A2 inv ag = 17; TWEAK Fn14 block = 3; EBV LMP1 NFkB = 6; TLR9-MyD88 block = -2
`Oc1c(Br)cc(Br)cc1CNn1cnnc1` reads NOD2-RIPK2 inh = 7; NR2F2 inh = 4; NCOA2 inhibitor = 9; TRAIL sens C8 = 10; NCOA1 inh = -9; TROY signal inh = -7; NCOA3 inh = -6; NR5A2 inv ag = 13; TWEAK Fn14 block = 6; EBV LMP1 NFkB = 6; TLR9-MyD88 block = 4

Remaining list, next part
SMILES	NOD2-RIPK2 inh	NR2F2 inh	NCOA2 inhibitor	TRAIL sens C8	NCOA1 inh	TROY signal inh	NCOA3 inh	NR5A2 inv ag	TWEAK Fn14 block	EBV LMP1 NFkB	TLR9-MyD88 block
CN(Cc1ccccc1)C(=O)c1ccc(NC(=O)Cc2cccc(NC(=O)C3CCCN(C(=O)C4CCCC4)C3)c2)cc1 (configuration not stated)	4	12	1	-4	5	22	7	8	7	3	-4
CCOC(=O)c1ccc(NC(=O)c2cc(C)nc3ccccc23)cc1	-8	-16	-5	1	1	16	0	10	-5	4	-12
O=C(NCc1ccco1)/C(=C\c1cccs1)NC(=O)c1ccccc1	0	-7	-4	-2	-9	-5	-2	-12	12	-4	-5
CCOc1ccc(-c2nc(N)ncc2Oc2ccccc2Br)c(O)c1	7	10	-4	1	3	13	16	5	0	11	-3
COc1ccc(N(C(=O)COc2cccc(C)c2)S(=O)(=O)c2ccc(C)cc2)cc1	10	9	-3	-9	-5	18	-6	-9	18	-3	-3
COC(=O)c1ccccc1NC(=O)Cn1c(SC)c(F)cnc1=O	0	13	12	7	-51	-9	10	21	-4	-11	-6
CC1CCN(S(=O)(=O)c2ccc3c(ccn3CCC(=O)N3CCCCC3)c2)CC1	-4	-13	12	0	-1	-11	20	-8	-2	3	1
O=C(NNC(=O)c1cccnc1SCc1cccc([N+](=O)[O-])c1)c1ccccn1	-7	20	22	38	22	-6	41	28	4	31	14
O=C(COC(=O)c1ccccc1NS(=O)(=O)c1ccc(Cl)cc1)NCc1ccccc1	2	-10	-2	-1	-4	-1	12	5	12	-1	7
Cc1nc2c3ccccc3n(CC#N)c(=O)n2n1	1	11	-22	2	-29	-18	-15	5	7	-1	4
CCC(=O)NNc1cc(=O)c2c(=O)n(C)c(=O)n(C)c2[nH]1	-11	-2	1	-17	-1	5	17	14	-4	-2	1
COc1cc(CNc2ccc(O)cc2)cc(Br)c1OCc1ccccc1F	-22	/	/	23	12	-2	27	8	0	-20	3
Cc1ccc(S(=O)(=O)/N=C2\C=C(Nc3cccc(C(=O)O)c3)C(=O)c3ccccc32)cc1	-2	2	-51	40	-17	-6	-11	-44	94*	-12	-5
COc1ccc(S(=O)(=O)N2CCN(CC(=O)NC(Cc3ccccc3)C(C)=O)CC2)cc1 (configuration not stated)	-4	-2	1	-3	-3	6	-16	5	-13	-3	-14

Only part of the results is shown; count on the stated rates, not on these rows.
